Screening results (PubChem BioAssay)
TRPV1 ag: agonists of human vanilloid receptor 1 (TRPV1); Q8NER1; 0.19% of 320,000 active; activation, % at 8.33 µM; TRPV1-expressing cells, Fluo-8 calcium influx, agonist mode; AID 540275; in the data active = activation above about 80%; note: 0% is about no effect
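Cells expressing TRPV1 were dye-loaded with Fluo-8 and read kinetically: 10 s baseline, 3 min after compound (agonist portion), then 2 min after EC20 capsaicin (allosteric enhancer portion). Calcium-bound dye fluorescence at 480/520 nm.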
BRCA1 expr up: increases BRCA1 expression. MCF7-BRCA1-FFLuc reporter, luminescence, 48 h; response scale: scaled: vehicle 0%, 10 µM genistein 100%. Potency, µM (highest dose often 46.1 µM), for the others: top-dose activation, hits mostly activators. 1.1% of 380,000 active. AID 624202; note: potency is the fitted concentration of half-maximal effect; nearly all actives have a fitted effect of over 80% in size; some results filed as inactive show a strong effect at the top dose
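MCF7 cells carrying a BRCA1-firefly luciferase reporter (2000 cells/well, phenol-red free MEM) were attached for 2 h at 37 °C, then given compounds for 48 h. Luminescence was read 15 min after luciferase reagent; activity normalized to genistein (10 microM) and DMSO.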
Integrin act MD: activates integrin-mediated alleviation for muscular dystrophy. alpha7betagal myoblasts, beta-gal FDG fluorescence, 48 h. Potency, µM (highest dose often 38.3 µM), for inactives: at the highest dose activation, hits mostly activators. 0.064% of 350,000 active. AID 624291;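 note: potency is the fitted concentration of half-maximal effect; 100% = response of the positive control SU9516; nearly all actives have a fitted effect of over 60% in size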
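alpha7betagal+/- myoblasts (passage 13, 250/well) treated 48 h at 37C with compounds at 1:260 dilution of DMSO stock. Lysed, then beta-galactosidase activity read as FDG fluorescence (ex 480/em 540) after 30 min, with pre-read for autofluorescence.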
A-T KAP1 phos: candidate therapy for ataxia-telangiectasia; […] A-T fibroblasts, KAP-1 phosphorylation AlphaLISA; neocarzinostatin DNA damage 30 min before lysis; Potency, µM (series often up to 57.5 µM), inactives show top-dose activation, hits mostly activators; 0.19% of 320,000 active; note: potency is the fitted concentration of half-maximal effect; % of control where 0% means no effect; nearly all actives have a fitted effect of over 45% in size
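hTERT-immortalized A-T patient fibroblasts ([…]), 500 cells/well in OPTI-MEM, 1% FBS, got compounds for 60 min, then NCS for 30 min at 37C. Lysates were then assayed for phospho-KAP-1 by AlphaLISA (anti-pKAP1 donor, anti-KAP1 acceptor beads), 6 hr at 25C.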
TSG101-PTAP inh: blocks PTAP/TSG101 interaction to inhibit HIV-1 budding; Q99816; Fluorescence polarization, FITC-PTAP peptide / Tsg101 binding; Potency, µM (highest dose often 115 µM), for inactives: at the top dose activity change, negative = inhibition, actives largely listed as inhibitors; 340,000 tested, under 10 active; active = well fitted inhibition curve with a large enough effect in the main read-out, with a control signal flat, not every such curve was filed as active; note: potency is the fitted concentration of half-maximal effect; % of control where 0% means no effect
Target sequence (Q99816 whole entry, looked up): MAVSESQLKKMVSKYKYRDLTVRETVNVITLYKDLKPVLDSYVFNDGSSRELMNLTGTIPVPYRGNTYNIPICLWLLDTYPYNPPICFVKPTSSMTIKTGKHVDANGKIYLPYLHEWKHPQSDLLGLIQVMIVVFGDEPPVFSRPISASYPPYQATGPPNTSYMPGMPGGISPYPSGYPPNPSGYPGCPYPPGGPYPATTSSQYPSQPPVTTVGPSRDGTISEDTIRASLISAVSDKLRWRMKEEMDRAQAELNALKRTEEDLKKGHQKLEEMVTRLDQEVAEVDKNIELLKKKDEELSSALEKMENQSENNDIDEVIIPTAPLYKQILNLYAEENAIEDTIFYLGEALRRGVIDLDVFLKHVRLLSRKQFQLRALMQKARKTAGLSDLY
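Fluorescence anisotropy tracks displacement of a FITC-tagged PTAP peptide (50 nM) from the Tsg101 binding domain (10 uM), following a 20 min room-temperature incubation at pH 7.5.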
B2AR arrestin: beta2AR (human) beta-arrestin recruitment activity. P07550. 0.02% of 330,000 active. Potency, µM (doses to about 46.1 µM), for the others: at the top dose activation, usual class: activators. AID 492947. beta-arrestin recruitment to beta2AR, cell-based reporter;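 note: potency is the fitted concentration of half-maximal effect; 0% = DMSO controls and full agonism = EC100 isoproterenol or metaproterenol; nearly all actives have a fitted effect of over 65% in size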
Target sequence (P07550 whole entry, looked up): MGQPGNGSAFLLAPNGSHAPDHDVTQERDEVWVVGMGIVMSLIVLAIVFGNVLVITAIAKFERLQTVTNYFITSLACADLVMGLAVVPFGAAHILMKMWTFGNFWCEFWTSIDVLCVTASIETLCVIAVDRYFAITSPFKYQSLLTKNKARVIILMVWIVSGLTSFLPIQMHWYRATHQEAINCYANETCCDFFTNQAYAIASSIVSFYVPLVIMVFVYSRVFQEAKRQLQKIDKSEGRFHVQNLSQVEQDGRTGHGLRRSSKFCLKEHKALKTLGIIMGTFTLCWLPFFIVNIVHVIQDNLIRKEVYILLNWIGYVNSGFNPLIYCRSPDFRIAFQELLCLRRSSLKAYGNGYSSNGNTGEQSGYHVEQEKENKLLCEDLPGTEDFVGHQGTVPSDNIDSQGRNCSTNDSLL
TCR act: activates T cell receptor signaling; primary human leukocytes, anti-CD3, IL-2 HTRF, 48 h; Potency, µM (doses to about 9.22 µM), without a hit: top-dose activation of IL-2 secretion, actives largely listed as activators; 330,000 tested, under 10 active; AID 504894; note: % of control where 0% means no effect
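Activity was scored as IL-2 release from primary human leukocytes given only a TCR signal (a-CD3 beads) plus compound for 48 hr. Detection used a two-antibody HTRF format read at 665nm.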
The depositor's hits bear a star; . = no result given; [ ] = dose if it differs, or a comment. Unless noted, calls come from the whole dose curve; as a rule, active = well fitted curve in the direction sought with a large enough effect; inconclusive = small, poorly fitted or top-dose-only effect, or another doubt; inactive = no such curve, though single readings can be large; an effect the other way counts as inactive or inconclusive.

Start of the data: the first two compounds as a preview:
#	canonical_smiles	TRPV1 ag	BRCA1 expr up	Integrin act MD	A-T KAP1 phos
1	CCCCCC(=O)N1C[C@H](O)[C@@H](n2cc(COC(=O)c3ccccc3)nn2)C[C@@H]1c1ccc(Cl)cc1	.	-11%	5%	.
2	CCOC(=O)CCCCCC(=O)Nc1ccc2c(c1)C(=O)N([C@@H](C)CO)C[C@H](C)[C@H](CN(C)S(=O)(=O)c1ccc(OC)cc1)OCCCC[C@H](C)O2	.	5%	-9%	.

#	TSG101-PTAP inh	B2AR arrestin	TCR act
1	.	.	.
2	.	.	.

The whole of this part, repeating the preview:
#	canonical_smiles	TRPV1 ag	BRCA1 expr up	Integrin act MD	A-T KAP1 phos
1	CCCCCC(=O)N1C[C@H](O)[C@@H](n2cc(COC(=O)c3ccccc3)nn2)C[C@@H]1c1ccc(Cl)cc1	.	-11%	5%	.
2	CCOC(=O)CCCCCC(=O)Nc1ccc2c(c1)C(=O)N([C@@H](C)CO)C[C@H](C)[C@H](CN(C)S(=O)(=O)c1ccc(OC)cc1)OCCCC[C@H](C)O2	.	5%	-9%	.
3	c1ccc(Cc2c(-c3ccccc3)nc3c4ccccc4ccn23)cc1	.	-13%	-14%	.
4	C[C@H]1Cn2cnc(C(=O)Nc3ccc(CNC(=O)OC(C)(C)C)cc3)c2C(=O)N1	.	2%	3%	.
5	CC1(C)CC2(OC2c2ccccc2[N+](=O)[O-])C(=O)c2ccccc21 (configuration not stated)	.	-20%	-12%	.
6	CC1(C)OC(=O)C2=C(CC(c3ccccc3)OC2CCc2ccccc2)O1 (configuration not stated)	.	-11%	-11%	.
7	CCOC(=O)C1=C(COC(=O)c2cc([N+](=O)[O-])ccc2Cl)NC(=O)NC1C (configuration not stated)	.	-15%	-13%	.
8	COc1ccc(Cl)cc1S(=O)(=O)NC(C)c1cnn(-c2ccccn2)c1C (configuration not stated)	.	-3%	23%	.
9	C[C@@H]1CN([C@H](C)CO)C(=O)CCCn2nncc2CO[C@@H]1CN(C)S(=O)(=O)c1ccc(Cl)cc1	.	8%	0%	.
10	O=[N+]([O-])c1ccc(N2CCN(Cc3ccccc3)CC2)c2c1no[n+]2[O-]	.	-81%[inhibitor]	-62%[inhibitor]	.
11	O=C(NC1CC1)c1ccccc1NC(=O)c1ccccc1OC(F)F	.	-20%	-31%	.
12	CCC/C=C/c1ccc(CN2C(C(C)C)C(=O)N(Cc3cn(CCC4OCCCO4)nn3)CCS2(=O)=O)cc1 (configuration not stated)	.	-58%	-7%	.
13	OCC[C@@H]1C[C@H](O)[C@@H](O)[C@]2(OCCc3cc(C(F)(F)F)ccc32)O1	.	-3%	12%	.
14	O=C(OCc1cn([C@@H]2CN(C(=O)C3CCCCC3)[C@@H](c3ccc(Cl)cc3)C[C@H]2O)nn1)c1ccccc1	.	-2%	3%	.
15	COc1cccc(C(=O)NCCS(=O)(=O)N2CCN(c3ccccc3)CC2)c1OC	.	2%	13%	.

#	TSG101-PTAP inh	B2AR arrestin	TCR act
1	.	.	.
2	.	.	.
3	.	.	.
4	.	.	.
5	.	.	.
6	.	.	.
7	.	.	.
8	.	.	.
9	.	.	.
10	.	.	.
11	.	.	.
12	.	.	.
13	.	.	.
14	.	.	.
15	.	.	.

(continued)
#	canonical_smiles	TRPV1 ag	BRCA1 expr up	Integrin act MD	A-T KAP1 phos
16	O=C1CSc2ccc(C(=O)N3CCCCC3)cc2N1	.	-5%	5%	.
17	Cc1csc(=O)n1CCC(=O)OCC(=O)NCc1ccccc1	.	10%	7%	.
18	COCCNc1nc2c(c(=O)n(C)c(=O)n2C)n1CCCc1ccccc1	.	-1%	1%	.
19	O=C(Cc1ccc(Cl)cc1)N/N=C/c1ccc(O)c(O)c1	.	-2%	-38%	.
20	CC1=C(C(=O)N(C)C)CC(CC(=O)NCc2cccs2)C(=O)N1CCCN1CCCC1=O (configuration not stated)	.	9%	-10%	.
21	O=S(=O)(c1ccc(NC(=S)N2CCCCC2CO)cc1)N1CCOCC1 (configuration not stated)	.	-3%	22%	.
22	NS(=O)(=O)c1ccc(CCNC(=O)C2CCCN2C(=O)c2cccs2)cc1 (configuration not stated)	.	4%	27%	.
23	COc1cccc(NC(=O)N(C)C[C@H]2Oc3cc(C#Cc4ccncc4)ccc3S(=O)(=O)N([C@H](C)CO)C[C@H]2C)c1	.	-54%	-10%	.
24	Nc1ccn(C2OC(CCl)C(O)C2O)c(=O)n1 (configuration not stated)	.	-22%	-33%	.
25	CN(c1ccccc1C(=O)O)S(=O)(=O)c1ccc2[nH]c(=O)oc2c1	2	.	.	13%
26	O=C(NCCc1ccccc1)c1ccc(Cn2c(SCc3cccc(F)c3)nc3cccnc32)cc1	4	.	.	1%
27	CCc1ccc(C(=O)c2cn(CC(=O)Nc3cccc(OC)c3)c3ccc(OC)cc3c2=O)cc1	9	.	.	3%
28	O=C(COc1ccccc1F)Nc1ccc(-c2nc3ccccc3s2)cc1	1	.	.	10%
29	Cc1cc2c(cc1S(=O)(=O)Nc1ccc(C(C)C)cc1)OCCN2C	1	.	.	-1%
30	COc1cccc(NS(=O)(=O)c2ccc3[nH]cc(C(=O)NCCc4ccc(C)cc4)c(=O)c3c2)c1	-4	.	.	10%

#	TSG101-PTAP inh	B2AR arrestin	TCR act
16	.	.	.
17	.	.	.
18	.	.	.
19	.	.	.
20	.	.	.
21	.	.	.
22	.	.	.
23	.	.	.
24	.	.	.
25	.	-0.2%	.
26	.	0.1%	.
27	.	-0.2%	.
28	.	0.0%	.
29	.	0.1%	.
30	.	-0.2%	.

Additional structures:
#	canonical_smiles	TRPV1 ag	BRCA1 expr up	Integrin act MD	A-T KAP1 phos
31	Cc1nnc(NC(=O)CSCc2cc(=O)c3ccccc3[nH]2)s1	2	.	.	-1%
32	CCn1c(=O)c(=O)n(CC)c2cc(N3CCCCC3)c(NC(=O)c3ccc(Cl)cc3)cc21	-5	.	.	10%
33	O=C(Nc1nc2c(F)cc(F)cc2s1)c1ccc2c(c1)OCCO2	20	.	.	9%
34	CCN(CCCNC(=O)c1cc2cc3ccc(OC)cc3nc2s1)c1ccccc1	1	.	.	-3%
35	O=C(O)c1ccc2nc(-c3cc4cccc(O)c4oc3=O)[nH]c2c1	-4	.	.	7%
36	COc1cc(CNCCCSc2nnnn2C)cc(Br)c1OC	2	.	.	-11%
37	Cc1cccc(NC(=O)CSc2nc(-c3ccco3)nc3cc(=O)[nH]n23)c1	5	.	.	2%
38	COc1ccccc1NC(=O)CCn1cnc2ccccc2c1=O	-5	.	.	-5%
39	CCC(=O)NC(c1ccco1)c1cc(Br)c2cccnc2c1O (configuration not stated)	.	-70%	.	-2%
40	CC(=O)NC(c1ccco1)c1cc(Cl)c2cccnc2c1O (configuration not stated)	.	-70%	.	-8%
41	Cc1c(N)cccc1Cl	.	6%	.	.
42	Cc1cc(Nc2cc(Cl)nc(Sc3ccc(NC(=O)C4CC4)cc3)n2)n[nH]1	.	-59%	.	.
43	OCCNc1nc(Nc2ccccc2C(F)(F)F)nc(N2CCCC2)n1	.	-11%	.	.
44	COc1ccc(OC)c(NC(=O)c2ccccc2OC(C)=O)c1	.	-38%	.	.
45	Cn1ccc2cc(NC(=O)Nc3cccnc3)ccc21	.	9%	.	.

#	TSG101-PTAP inh	B2AR arrestin	TCR act
31	.	-0.3%	.
32	.	-0.1%	.
33	.	0.2%	.
34	.	-0.1%	.
35	.	-0.2%	.
36	.	-0.9%	.
37	.	-0.5%	.
38	.	-0.9%	.
39	.	8.5%	.
40	.	0.0%	.
41	-3%	.	5%
42	-5%	.	11%
43	-7%	.	-7%
44	-3%	.	0%
45	1%	.	-9%

The listing continues.
#	canonical_smiles	TRPV1 ag	BRCA1 expr up	Integrin act MD	A-T KAP1 phos
46	O=C1NC(O)(c2ccccc2)Oc2ccccc21 (configuration not stated)	.	26%	.	.
47	CCCCC(CC)CN1CN(CC(CC)CCCC)CC(C)(N)C1 (configuration not stated)	.	8%	.	.
48	CNCC[C@@H](Oc1ccccc1C)c1ccccc1	.	0%	.	.
49	CC1(C)c2[nH]c3ccccc3c2C[C@@H]2C(=O)N(Cc3ccccc3)C(=O)N21	.	-24%	.	.
50	CC(C)c1cn(C2OC(COC(=O)c3ccccc3)C(OC(=O)c3ccccc3)C2OC(=O)c2ccccc2)c(=O)[nH]c1=O (configuration not stated)	.	-29%	.	.
51	OCC1OC(n2cnc3c(NC4CCCC4)ncnc32)C(O)C1O (configuration not stated)	.	-2%	.	.
52	CC(Cc1ccc(O)c(O)c1)C(C)Cc1ccc(O)c(O)c1 (configuration not stated)	.	0%	.	.
53	CCCCOc1ccc(Cl)cc1Nc1nc(NCCO)nc(N2CCCC2)n1	.	-18%	.	.
54	Nc1ncnc2c1nc(Br)n2[C@@H]1O[C@@H]2COP(=O)(O)O[C@H]2[C@H]1O	.	-39%	.	.
55	COc1ccc2c(c1)C(C)(CCN)C(=O)N2C (configuration not stated)	.	3%	.	.
56	Cc1ccc(C(C)C)c(O)c1C(=O)O	.	1%	.	.
57	CC(C)c1c(O)ccc2c1CC[C@H]1C(C)(C)CCC[C@]21C	.	-29%	.	.
58	Nc1c(O)cccc1C(=O)O	.	9%	.	.
59	CCC1=C(C)CN(C(=O)NCCc2ccc(S(=O)(=O)NC(=O)NC3CCC(C)CC3)cc2)C1=O (configuration not stated)	.	20%	.	.
60	O=C(O)c1ccc(-c2noc(-c3cccc(C(F)(F)F)c3)n2)cc1	.	66%	.	.

#	TSG101-PTAP inh	B2AR arrestin	TCR act
46	0%	.	1%
47	0%	.	0%
48	0%	.	15%
49	4%	.	2%
50	-2%	.	3%
51	1%	.	6%
52	-1%	.	-8%
53	-6%	.	-15%
54	-2%	.	-4%
55	-14%	.	0%
56	-8%	.	-1%
57	-6%	.	-9%
58	-3%	.	-5%
59	-1%	.	11%
60	-1%	.	9%

The results go on.
#	canonical_smiles	TRPV1 ag	BRCA1 expr up	Integrin act MD	A-T KAP1 phos
61	COc1ccc2c(C)cc(=O)oc2c1	.	1%	.	.
62	COC1(OC)C=CC(=O)C=C1NC(=O)c1ccccc1OC(C)=O	.	-84%	.	.
63	Nc1ncnc2c1ncn2[C@@H]1O[C@H](CO)C[C@H]1O	.	-45%	.	.
64	COc1ccccc1CN1C(=O)[C@@H]2Cc3c([nH]c4ccccc34)C(C)(C)N2C1=O	.	-20%	.	.

#	TSG101-PTAP inh	B2AR arrestin	TCR act
61	0%	.	-10%
62	-5%	.	0%
63	-2%	.	12%
64	-5%	.	12%

Four compounds from above, reduced to TCR act:
cpd	Compound	TCR act
63	Nc1ncnc2c1ncn2[C@@H]1O[C@H](CO)C[C@H]1O	12%
64	COc1ccccc1CN1C(=O)[C@@H]2Cc3c([nH]c4ccccc34)C(C)(C)N2C1=O	12%
61	COc1ccc2c(C)cc(=O)oc2c1	-10%
62	COC1(OC)C=CC(=O)C=C1NC(=O)c1ccccc1OC(C)=O	0%

These rows are one share of the data. The share of hits here may be higher or lower than overall.
